# RBX1-CUL1 inh: blocks human RBX1-Cullin-1 di-ubiquitin formation; P62877+Q13616; in vitro K48 di-Ub FRET, acceptor:donor ratio, 45 min; inhibition, % at 10 µM; 140,000 tested, 0.6% active; AID 1347404; in the data active = inhibition above about 25%
# Target sequence (P62877 whole entry, looked up): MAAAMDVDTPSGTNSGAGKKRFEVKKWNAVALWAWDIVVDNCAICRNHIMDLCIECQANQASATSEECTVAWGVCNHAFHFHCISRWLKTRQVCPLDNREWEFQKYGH
# Target sequence (Q13616 whole entry, looked up): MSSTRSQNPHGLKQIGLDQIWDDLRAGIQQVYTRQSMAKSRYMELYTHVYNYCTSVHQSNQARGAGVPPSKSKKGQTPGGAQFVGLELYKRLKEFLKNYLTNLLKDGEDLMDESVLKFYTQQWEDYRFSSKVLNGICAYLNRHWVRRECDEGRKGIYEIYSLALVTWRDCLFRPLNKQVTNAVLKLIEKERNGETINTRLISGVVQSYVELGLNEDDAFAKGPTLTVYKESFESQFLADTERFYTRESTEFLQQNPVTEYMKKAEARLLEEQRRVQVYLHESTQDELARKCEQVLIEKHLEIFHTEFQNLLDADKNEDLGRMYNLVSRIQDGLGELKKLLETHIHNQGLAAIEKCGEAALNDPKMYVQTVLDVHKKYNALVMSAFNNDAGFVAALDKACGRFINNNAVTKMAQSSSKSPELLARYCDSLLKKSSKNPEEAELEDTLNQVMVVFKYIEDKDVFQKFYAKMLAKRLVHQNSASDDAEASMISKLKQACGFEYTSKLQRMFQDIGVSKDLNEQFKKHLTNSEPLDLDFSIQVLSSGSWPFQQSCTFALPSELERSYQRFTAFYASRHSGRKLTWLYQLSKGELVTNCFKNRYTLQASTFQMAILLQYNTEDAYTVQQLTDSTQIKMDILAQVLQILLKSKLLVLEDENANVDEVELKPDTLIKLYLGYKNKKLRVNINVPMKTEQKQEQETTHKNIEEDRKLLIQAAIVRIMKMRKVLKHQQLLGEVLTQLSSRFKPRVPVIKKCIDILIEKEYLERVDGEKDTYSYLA
# The depositor's hits bear a star.
smiles,RBX1-CUL1 inh
O=C(NCC1CCCCC1)C1CCCN(C2CCN(C(=O)C3CC3)CC2)C1 (configuration not stated),1
Cc1ccccc1CNC(=O)c1ccc2c(c1)N(Cc1ccccc1)CCS2,-4
CCOC(=O)C1=C(C)OC(=N)C(C#N)C1c1cc(C)ccc1C (configuration not stated),2
O=C(O)CSC1=NC(=Nc2ccc(Cl)cc2)C2(CCCCC2)N1Cc1ccccc1,6
Clc1ccc(CN2CCN(c3ncnc4c3oc3ccccc34)CC2)cc1,5
CN(C)CCn1ccc(-c2cccc(-c3cc(N(C)C)ncn3)c2)n1,7
CC(=O)C1C=C(Br)C=CC(=O)C1=O (configuration not stated),6
Cc1cccc(N(CC(=O)NCc2ccco2)S(=O)(=O)c2ccccc2)c1C,-1
O=C(c1ccc(Br)cc1)c1nocc1C(=O)c1cccc2ccccc12,-15
Clc1cccc(Cl)c1CSc1nc2ccccc2o1,5
O=C(CC(NCCN1CCOCC1)C(=O)O)Nc1ccc(Cl)cc1 (configuration not stated),5
Cc1ccc2nc(C)c(C(=O)N/N=C/c3c(F)cccc3Cl)cc2c1,8
O=C(NC1=NCCS1)c1cccc(Br)c1,7
CSc1nn(-c2ccccc2)c2nc(C)c(C(C)=O)c(N)c12,4
O=C(Nc1ccccc1)C1CCN(Cc2ccccc2F)CC1,6
COc1ccc(N2CCN(C(=O)c3oc4ccccc4c3C)CC2)cc1,9
O=c1c2c3c(sc2nc(SCc2ccc(Cl)c(Cl)c2)n1Cc1ccccc1)CCCC3,9
COc1ccccc1C(=O)Nc1cccc(Cl)c1,1
CCOc1ccccc1N1CC(c2nc3ccccc3n2CCCCOc2cc(C)ccc2C)CC1=O (configuration not stated),-4
CC1Cc2ccccc2N1S(=O)(=O)c1ccc(Cl)nc1 (configuration not stated),-7
Cc1ccccc1NS(=O)(=O)Cc1ccc(Cl)cc1,10
COc1ccc(-c2nc3ccccc3o2)cc1NC(=O)COc1cc(C)cc(C)c1,-16
C#CCOc1cccc(/C=C2/C(=O)NN(c3ccccc3)C2=O)c1,-2
COC(=O)CC1(c2ccccc2)C2CC3CC(C2)CC1C3 (configuration not stated),-7
CCCCN(CC)CCCNC(=O)CCN1N=C(c2ccc(OC)cc2)CCC1=O,4
CC(=O)c1cc(CN2CCC(n3nccc3NC(=O)C3CC3)CC2)cs1,-4
COc1ccc(OCC(=O)N2CCN(C(=O)c3ccc(OC)cc3)CC2)cc1,-9
COc1cccc(-n2cc3c(-c4ccc(-c5ccccc5)cc4)nnc(C)c3n2)c1,6
COC(=O)c1ccc(N2CCOC(Cc3cccc(OC)c3)C2)nc1 (configuration not stated),3
CC1CN(C(=O)N2CCC(C(=O)NCc3cccs3)CC2)c2ccccc2O1 (configuration not stated),-11
Cc1cccc(C)c1OCC(O)CN(CCO)CCO (configuration not stated),-5
CSC1=NC(O)(C(F)(F)F)C(C(=O)c2cccs2)C(c2ccccc2Cl)C1C#N (configuration not stated),-10
Cn1c(CNc2ccc(Br)cc2)nnc1SCC(=O)N/N=C/c1cccs1,-11
Clc1ccc(Cn2nnc(-c3cccnc3)n2)cc1Cl,4
Cc1ccc(-n2nnnc2SCC#CCO)cc1,-6
Cc1c(Cl)cccc1NC(=O)CCS(=O)(=O)c1cccc2nsnc12,-3
COc1ccc(-n2cc(-c3ccc4c(c3)OCO4)n(CC(=O)Nc3cccc(C)c3)c2=O)cc1,-8
FC(F)C(F)(F)Oc1ccc(CSc2nnnn2-c2ccc(Cl)cc2)cc1,1
CC(=O)N1CCN(C(=O)c2ccc(S(=O)(=O)NC3CCCC3)cc2)CC1,0
CC(=O)N[C@H]1[C@H](Oc2cc(C)ccc2C)O[C@H](CO)[C@@H](O)[C@@H]1O,9
CCOC(=O)c1c(C2CC2)csc1NC(C)=O,-1
CCc1ccc(-c2csc(N)n2)s1,-1
CN(C)CCNS(=O)(=O)c1ccc2c3c(cccc13)C(=O)N2,1
Cc1ccc(N2C(=O)/C(=C/c3ccc(N4CCN(C)CC4)o3)C(=O)NC2=S)cc1,-4
COc1ccc(OC)c(CNC(=O)C(C)n2c(C)c3cnn(-c4ccccc4)c(=O)c3c2C)c1 (configuration not stated),8
C=CCN1C(=O)/C(=C/c2cc(OC)c(OCC(=O)OCC)cc2Br)C(=O)NC1=S,-5
CC(=O)N1CCCc2cc(S(=O)(=O)N3CCC(C(=O)NC4CCCCC4)CC3)ccc21,5
O=C(NCCc1csc(-c2cccc(F)c2)n1)c1ccccc1C(F)(F)F,1

# Reprinted from the part before: 2 compounds, followed by the next part.
smiles,RBX1-CUL1 inh
CC(=O)N1CCCc2cc(S(=O)(=O)N3CCC(C(=O)NC4CCCCC4)CC3)ccc21,5
O=C(NCCc1csc(-c2cccc(F)c2)n1)c1ccccc1C(F)(F)F,1
CC(=O)c1ccc(NC(=O)c2cnn(-c3cccc(F)c3)c2-n2cccc2)cc1,1
CCOC(=O)c1ccc(NC(=O)C2CCCN(c3ncnc4onc(-c5ccc(F)cc5)c34)C2)cc1 (configuration not stated),-6
CC(C)(C)c1[nH]nc2c1[C@@H](c1ccccc1C(F)(F)F)C(C#N)C(=N)O2 (some centres not stated),5
CCOC1CC2ON=C3c4ccccc4OCC32O1 (configuration not stated),9
Cc1ccc(CO)cc1Nc1ncnc2onc(-c3ccc(F)cc3)c12,2
O=S(=O)(c1ccc(F)cc1)N1CCC(Oc2ccc(-n3cnnn3)cc2)CC1,-2
CCOc1ccccc1C(=O)Nc1ccc(C)c(O)c1,11
CC1(C)Cc2c(sc3nc4n(c(=O)c23)CCC4)CO1,-5
O=C(CSc1nc(-c2cccs2)nc2cc(=O)[nH]n12)Nc1ccccc1,-2
COCCNc1ncnc2onc(-c3ccc(F)cc3)c12,4
O=C1C(=O)N(CCc2c[nH]c3ccccc23)C(c2ccccn2)C1C(=O)c1ccccc1 (configuration not stated),1
c1ccc(-c2nnc(-c3ccccc3)c3c(-c4ccccc4)[nH]c(-c4ccccc4)c23)cc1,-2
COc1ccc(C)cc1NC(=O)Cn1c(=O)cc(C)c2c(C)nn(C)c21,-4
Cc1ccc(CN2C(=O)c3ccccc3S2(=O)=O)c(C)c1,0
COC(=O)CN1C(=O)S/C(=C/c2ccc(OCc3ccc(C)cc3)cc2)C1=O,0
CC1(C)CC(=O)c2cc(-c3nc(-c4ccc(Cl)cc4)cs3)c(=O)n(-c3ccc(Cl)cc3)c2C1,-1
CC(=O)c1nc(C#N)c(N)cc1N1CCCC1,6
CC1C(=O)CCCCCCCCCC2C1(N1CCOCC1)CS2(=O)=O (configuration not stated),0
COc1ccc(-n2nnc3c(C)nc(-n4nc(C)cc4C)nc32)cc1,-2
CN(C(=O)c1cc2nc(-c3ccccc3)cc(-c3ccccc3)n2n1)c1ccc(OC(F)(F)F)cc1,0
C#CCOCC(O)CN1CCN(c2ccccc2F)CC1 (configuration not stated),-2
O=C(NNC(=O)c1cc2cc(Br)ccc2oc1=O)c1ccncc1,5
CCn1c2ccccc2c2cc(NS(=O)(=O)c3ccc(OC)cc3)ccc21,-10
COc1ccc(CCNc2nc3c(c(=O)n(C)c(=O)n3C)n2Cc2ccccc2Cl)cc1OC,1
O=C(CSc1n[nH]c(-c2ccncc2)n1)c1c[nH]c2ccccc12,2
COc1ccc2c(c1)-c1nc(-n3ncc(C(=O)N4CCN(CCO)CC4)c3C3CC3)ncc1CC2,2
Cc1ccc(CNC(=O)Cn2cc3c(n2)-c2c(oc(C(=O)N4CCOCC4)c2C)CC3)cc1,-2
O=C(NC(C1CCCC1)C1CCCC1)c1ccccc1,-3
Cc1ccc(C(=O)N=C(Cc2ccco2)C(=O)NCCc2c[nH]c3ccccc23)cc1C,2
S=c1[nH]nc(-c2ccccc2)n1CCN1CCCCC1,2
Cc1cccc(C(=O)NCc2nc3ccccc3n2Cc2ccccc2Cl)c1,4
C(=C/c1cc2c3ccccc3ccc2c2ccccc12)/c1ccccc1,-5
Cc1ccc(Cl)cc1Nc1nn2c(=O)c3ccc(C(=O)Nc4ccc(F)cc4)cc3nc2s1,-7
O=C(CSCc1ccccc1)Nc1ccc(-c2nnc(-c3ccco3)o2)cc1,-4
Cc1nc(N2CCCC(C(=O)NCc3cccc(Cl)c3)C2)nc2cc(S(C)(=O)=O)ccc12 (configuration not stated),3
COc1cccc(CNS(=O)(=O)c2cnc(N)nc2)c1,5

# Copied from the list:
# COCCNc1ncnc2onc(-c3ccc(F)cc3)c12 in RBX1-CUL1 inh reads 4
# Cc1ccc(C(=O)N=C(Cc2ccco2)C(=O)NCCc2c[nH]c3ccccc23)cc1C in RBX1-CUL1 inh reads 2
# COc1ccc(-c2nc3ccccc3o2)cc1NC(=O)COc1cc(C)cc(C)c1 in RBX1-CUL1 inh reads -16
# COc1ccc(-n2cc(-c3ccc4c(c3)OCO4)n(CC(=O)Nc3cccc(C)c3)c2=O)cc1 in RBX1-CUL1 inh reads -8

# Some of the entries so far, with each value named:
CC1Cc2ccccc2N1S(=O)(=O)c1ccc(Cl)nc1 (configuration not stated)
- RBX1-CUL1 inh: -7
Cc1nc(N2CCCC(C(=O)NCc3cccc(Cl)c3)C2)nc2cc(S(C)(=O)=O)ccc12 (configuration not stated)
- RBX1-CUL1 inh: 3
CN(C)CCNS(=O)(=O)c1ccc2c3c(cccc13)C(=O)N2
- RBX1-CUL1 inh: 1
O=C(NCC1CCCCC1)C1CCCN(C2CCN(C(=O)C3CC3)CC2)C1 (configuration not stated)
- RBX1-CUL1 inh: 1

# Carrying on.
smiles,RBX1-CUL1 inh
CC1CN(S(=O)(=O)c2ccc3c(c2)NC(=O)CC(=O)N3)c2ccccc2O1 (configuration not stated),-4
COc1cccc(CSc2nc3c(cc2C#N)CN(C)CC3)c1,-3
Cc1ccc2c(c1)CN(C1CCC1)CC(c1ccsc1)O2 (configuration not stated),-3
CCN1CCC(NC(=O)c2ccc(Cl)s2)CC1,8
CS(=O)(=O)CC(O)(c1ccc(F)cc1)C1CC1 (configuration not stated),8
Clc1ccc(-c2nn3c(Cc4ccccc4)nnc3s2)cc1,8
Cc1oc2ccc(O)c(CN3CCN(C)CC3)c2c1C(=O)Nc1ccc(C(C)C)cc1,-1
COc1ccc(C(=O)CCC(=O)Nc2ccc(OC)c(Cl)c2)cc1,-7
CCC(=O)N1CCc2cc(S(=O)(=O)NC(C(=O)Nc3ccc(C(C)=O)cc3)C(C)C)ccc21 (configuration not stated),-9
COc1ccc(/C=C2\CCCC3=C2N=c2s/c(=C\c4ccc5c(c4)OCO5)c(=O)n2C3c2ccc(OC)cc2)cc1 (configuration not stated),-6
Cc1cccc(-c2noc(CN(C)C(=O)C3CCCCC3)n2)c1,1
CCCCN(CC)C(=O)c1nn(C)c2c1CSc1ccccc1-2,-3
COc1ccc(C)cc1NC(=O)CN1CCN(c2ccccc2)CC1,5
CC(=O)c1ccc(NC(=O)COCc2cc(-c3ccco3)on2)cc1,-3
COc1ccccc1CN1CCC(n2nccc2NC(=O)c2cccnc2)CC1,-9
O=C(Cn1cc(SCc2cccc(Cl)c2)c2ccccc21)N1CCOCC1,-8
Cc1ccc(-n2nc3c(N4CCCC(C(=O)NCc5ccccc5C)C4)nnc(C)c3c2C)cc1 (configuration not stated),-2
CCC(C)NCc1ccc(C(=O)OC)o1 (configuration not stated),-1
COc1ccc(NC(NC(=O)c2ccc(Cl)cc2)C(Cl)(Cl)Cl)cc1[N+](=O)[O-] (configuration not stated),-14
Cc1nc2cccnc2n1C1CCN(S(C)(=O)=O)CC1,-7
CC1=NC(=O)CC(c2cccc(Cl)c2Cl)C1C(=O)OC1CCCCCC1 (configuration not stated),-5
CC(C)Oc1ccc(NC(=O)C(C)(C)C)cc1,-5
O=C(c1ccccc1)c1ccc2nc(-c3cccc(NC(=O)C4CCCO4)c3)[nH]c2c1 (configuration not stated),2
CCC(Sc1nc(-c2ccccc2)cc(-c2ccccc2)c1C#N)C(=O)Nc1nnc(C)s1 (configuration not stated),-4
Brc1ccc(Br)nc1,8
Cc1nn(C)c(C)c1-c1ccnc(NCc2cn[nH]c2-c2ccccc2)n1,-3
CCOC(=O)C1(Cc2ccccc2Cl)CCN(Cc2nc(CC)[nH]c2C)CC1,4
CNC(=O)COc1ccc(NC(=O)c2ccc(-c3nn(C)c(=O)c4ccccc34)cc2)cc1,3
CCCCNC(=O)CN1C(=O)c2cccnc2Sc2ccccc21,1
c1ccc(CSc2n[nH]c(-c3ccccc3)n2)cc1,-8
CCOc1ccc(C(=O)NCCc2sc(-c3ccc(C)cc3)nc2C)cc1,4
NCCOB(c1cccs1)c1sccc1Cl,1
O=c1c(=O)n(-c2ccccc2)ccn1Cc1cccc(C(F)(F)F)c1,7
OCCCn1c(-c2ccc(F)cc2)nc(=S)c2c1CCCC2,9
Cc1ccc(NC(=O)CC2Nc3cc(C)c(C)cc3NC2=O)c(C)c1 (configuration not stated),3
N#CC1C(SCC(N)=O)=NC2=C(C(=O)c3ccccc32)C1c1ccc(Cl)cc1 (configuration not stated),1

# 2 records drawn at random from the list so far:
smiles,RBX1-CUL1 inh
N#CC1C(SCC(N)=O)=NC2=C(C(=O)c3ccccc32)C1c1ccc(Cl)cc1 (configuration not stated),1
OCCCn1c(-c2ccc(F)cc2)nc(=S)c2c1CCCC2,9

# (further entries)
smiles,RBX1-CUL1 inh
S=c1cc[nH]c2cc(Cl)ccc12,0
C=CCN1C(=O)CCC1CCNCCOc1ccc(F)cc1 (configuration not stated),0
O=S(=O)(c1cccc(-c2cn3cccnc3n2)c1)N1CCOCC1,-5
Cc1ccc(CN(Cc2ccco2)c2cnc(S(C)(=O)=O)nc2C(=O)Nc2ccccc2Br)o1,4
CC(C)CC(=O)Nc1ccc(-c2nc3ncccc3o2)c(Cl)c1,-7
Cc1ncsc1CCC(=O)N1CCCC(C(=O)c2cc(F)ccc2F)C1 (configuration not stated),3

# Assay outcomes deposited in PubChem by Icahn School of Medicine at Mount Sinai.

# Not all compounds are listed, so the mix of outcomes need not match the whole.
